# TRHR enhancer – qHTS for Small Molecule Agonists and Allosteric Enhancers of Human TRH Receptor: Primary Screen for Enhancers; hit rate 0.66% among 360,000; Thyrotropin-releasing hormone receptor (Homo sapiens), P34981; TRHR cells, fluo-8 calcium fluorescence, EC20 TRH enhancement; enhancement, % at 2 µM; in the data active = enhancement above about 30%; also: 0% is about no effect
#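 Enhancer read-out: after compound pinning and an initial kinetic agonist-mode read, an EC20 of TRH (10 nM final) was injected and fluo-8 calcium signal (Ex 480/Em 530) followed at 1 s/cycle for 100 cycles in TRHR-expressing cells.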
# D1 PAM – Potentiators of Human D1 Dopamine Receptor: qHTS; D(1A) dopamine receptor (Homo sapiens), P21728; HEK293 TREx D1 cells, calcium flux, dopamine EC20 potentiation; potentiation, % at 10 µM; hit rate 0.036% among 360,000; AID 504651, 2011; in the data active = potentiation above about 30%; also: 0% is about no effect
# Target sequence (P21728 whole entry, looked up): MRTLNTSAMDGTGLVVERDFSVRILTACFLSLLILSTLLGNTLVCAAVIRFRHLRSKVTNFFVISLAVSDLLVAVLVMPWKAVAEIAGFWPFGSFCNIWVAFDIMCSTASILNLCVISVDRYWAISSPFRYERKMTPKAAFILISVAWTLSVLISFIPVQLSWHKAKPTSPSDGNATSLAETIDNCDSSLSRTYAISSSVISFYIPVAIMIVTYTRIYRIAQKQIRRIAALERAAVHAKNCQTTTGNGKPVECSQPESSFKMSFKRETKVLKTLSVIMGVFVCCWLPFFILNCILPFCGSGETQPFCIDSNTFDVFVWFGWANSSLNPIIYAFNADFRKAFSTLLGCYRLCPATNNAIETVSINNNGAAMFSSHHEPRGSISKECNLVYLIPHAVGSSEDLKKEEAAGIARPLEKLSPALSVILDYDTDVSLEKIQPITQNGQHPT
# D2 PAM – HTS Assay for Positive Allosteric Modulators of the Human D2 Dopamine Receptor: Primary Screen for Potentiators. HEK293 T-REx D2, calcium flux, EC20 dopamine potentiation. potentiation, % at 10 µM. hit rate 0.34% among 340,000. D(2) dopamine receptor (Homo sapiens), P14416;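 active = potentiation over 3 SD above the plate norm, cut at about 30% in these data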; also: 0% is about no effect
# Target sequence (P14416 whole entry, looked up): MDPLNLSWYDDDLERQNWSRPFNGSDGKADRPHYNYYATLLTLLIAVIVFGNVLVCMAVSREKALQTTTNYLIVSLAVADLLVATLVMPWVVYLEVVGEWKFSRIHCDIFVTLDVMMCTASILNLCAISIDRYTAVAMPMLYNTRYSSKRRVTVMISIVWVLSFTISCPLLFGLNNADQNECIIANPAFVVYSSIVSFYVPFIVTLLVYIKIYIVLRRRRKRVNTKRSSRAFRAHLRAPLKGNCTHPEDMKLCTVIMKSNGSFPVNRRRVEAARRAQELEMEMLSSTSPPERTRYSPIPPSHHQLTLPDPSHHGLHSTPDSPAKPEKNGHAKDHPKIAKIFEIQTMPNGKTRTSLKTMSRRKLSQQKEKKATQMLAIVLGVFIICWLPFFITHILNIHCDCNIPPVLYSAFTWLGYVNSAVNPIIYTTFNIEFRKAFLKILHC
#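 Cells plated with tetracycline inducer and held overnight at 30 C; calcium dye loaded 30–90 min at room temperature; baseline taken, compound added and read 180 s; EC20 dopamine then added and read 180 s.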
# TRHR ag – qHTS for Small Molecule Agonists and Allosteric Enhancers of Human TRH Receptor: Primary Screen for Agonists. Thyrotropin-releasing hormone receptor (Homo sapiens), P34981. TRHR cells, calcium flux fluo-8, FDSS agonist mode. activation, % at 2 µM. hit rate 0.18% among 360,000; also: 0% is about no effect
#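 TRHR-expressing cells, plated overnight in medium with 10% serum, were loaded with fluo-8 calcium dye at room temperature. After a 10 s baseline, library compound was pin-added and calcium release was recorded kinetically (ex 480/em 530) as agonist response.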
# D2 antagonist – HTS Assay for Allosteric Antagonists of the Human D2 Dopamine Receptor: Primary Screen for Antagonists. inhibition, % at 10 µM. HEK293 TREx D2 cells, calcium flux, dopamine EC80. hit rate 2% among 340,000; in the data active = inhibition above about 30%; also: 0% is about no effect
#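 Overnight-induced (tetracycline, 30 C) HEK293 T-REx cells carrying force-coupled D2 receive a no-wash calcium dye, then compound, then EC80 dopamine at 180 s; signals are read kinetically throughout.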
# D2 ag – HTS Assay for Allosteric Agonists of the Human D2 Dopamine Receptor: Primary Screen for Agonists | D(2) dopamine receptor (Homo sapiens), P14416 | HEK293 T-REx D2 cells, calcium flux agonist mode | activation, % at 2 µM | hit rate 0.53% among 340,000;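 active = activation over 3 SD above normal in the single-dose calcium agonist read, cut at about 30% in these data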; also: 0% is about no effect
#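 Calcium-flux readout, 1 cycle/sec over 180 s following compound pin transfer, in inducible HEK293 Trex D2 cells (force-coupled); dopamine controls included. Positive calcium responses during this window marked compounds as potential agonists.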
# D1 antagonist – Antagonist of Human D 1 Dopamine Receptor: qHTS; activity change, negative = inhibition, % at 10 µM; D(1A) dopamine receptor (Homo sapiens), P21728; hit rate 3.2% among 360,000; HEK293 TREx D1 cells, calcium flux, dopamine EC80; active compounds read low; in the data active = activity change below about -30%; also: % is scaled to controls: 0 for no effect and ±100 for the full control effect
#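 Allosteric or orthosteric antagonism assessed as attenuation of the calcium response to EC80 dopamine, added 180 s after compound, in induced HEK293 Trex D1 cells loaded with no-wash calcium dye.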
# RXFP1 antagonist – qHTS Assay for Antagonists of the Relaxin Receptor RXFP1; Relaxin receptor 1 (Homo sapiens), Q9HBX9; HEK293-RXFP1, relaxin-stimulated cAMP HTRF, 30 min; active compounds read low; activity change, negative = inhibition, % at 57.5 µM; hit rate 0.59% among 350,000;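 active = activity change of -60% or lower, but not beyond a set lower limit; inconclusive = change between -60% and -40%, or beyond the set limit; inactive = change above -40%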; also: % is scaled to controls: 0 for no effect and ±100 for the full control effect
# D1 ag – Allosteric Agonists of the Human D1 Dopamine Receptor: qHTS. AID 504660, 2011. D(1A) dopamine receptor (Homo sapiens), P21728. activation, % at 2 µM. HEK293 T-REx D1 cells, calcium flux, agonist mode. hit rate 1% among 360,000; also: 0% is about no effect
#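 Agonism was scored from calcium flux recorded over 180 s (1 read/s) after pintool compound addition, following a 10-cycle baseline. Cells were inducible force-coupled HEK293 TREx D1, plated overnight at 30 C and loaded with no-wash calcium dye.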
# Starred values were filed as active, the others as inactive; ? = inconclusive; / = not tested or not shown; & = joins results of further samples. Rule as the data show it, unless noted: active = activation above about 30%; inactive = the rest.
1. O=C(CN(C(=O)Cn1nnc(-c2cccs2)n1)c1cnc2ccccc2c1)NCC1CCCO1 (stereo not drawn)
2. On1c(-c2ccc(Cl)cc2)nc2ccccc21
3. CCN1C(=O)c2ccc(C(=O)Nc3ncc(C)s3)cc2C1=O
4. O=C(COC(=O)c1ccccc1O)Nc1ccc(S(=O)(=O)N2CCCCC2)cc1
5. O=C(NCCCN1CCN(c2ccc(F)cc2)CC1)c1cc2c(s1)-c1ccccc1OC2
6. CC(NC(=O)CN1C(=O)NC2(CCCCC2C)C1=O)c1ccccc1 (stereo not drawn)
Compound,1,2,3,4,5,6
TRHR enhancer,-7,0,-1,3,0,-5
D1 PAM,-6,-1,-3,-3,-7,0
D2 PAM,2,-35,13,5,-15,14
TRHR ag,-0.2,0.5,-0.3,1.4,-0.2,0.1
D2 antagonist,22,8,-11,9,/,-26
D2 ag,0.3,-0.7,-1.2,0.3,0.0,-0.1
D1 antagonist,3,3,/,-1,-14,10
RXFP1 antagonist,-1,-11,8,-5,/,9
D1 ag,2,5,0,5,6,0

7. O=C1N(c2ccccc2C(F)(F)F)O[C@@]1(c1ccccc1)C1CCCC1
8. O=c1[nH]c(CN2CCN(Cc3ccc4c(c3)OCO4)CC2)nc2ccccc12
9. O=S(=O)(c1ccc2c(c1)OCCO2)N1CCCN(S(=O)(=O)c2c(F)cccc2F)CC1
10. COc1ccccc1NC(=O)CCSc1nnc(-c2ccco2)o1
11. O=C(c1cc(S(=O)(=O)N2CCCCC2)c(Cl)cc1N1CCOCC1)N1CCOCC1
12. COc1ccc(N2C(=O)[C@@H]3[C@H](C2=O)[C@H]2c4ccccc4C=CN2[C@@H]3C(=O)Nc2ccccc2)cc1
Compound,7,8,9,10,11,12
TRHR enhancer,2,-5,7&-2,3,-3,7
D1 PAM,1,-4,5&-9,5,-5,-2
D2 PAM,-5,-3,-4,2,-7,-8
TRHR ag,-0.5,-0.9,1.6&1.4,0.1,0.5,1.3
D2 antagonist,-12,3,-3,5,-20,11
D2 ag,-0.9,-0.2,0.2,0.0,1.5,1.3
D1 antagonist,/,-8,-23&3,1,-2,4
RXFP1 antagonist,/,-1,/,-6,-11,10
D1 ag,4,8,2&6,2,1,2

13. COC(=O)CSc1nc(N)c2c3c(sc2n1)C(c1ccccc1)SC(c1ccccc1)C3 (stereo not drawn)
14. COCCNS(=O)(=O)c1cc(C(=O)O)ccc1OC
15. COCCn1c(-c2ccco2)csc1=Nc1cccnc1
16. CCCCNC(=O)c1ccc2c(c1)C(=O)N(Cc1ccncc1)C2=O
17. CN(C)CCN(C(=O)c1ccc(S(=O)(=O)N2CCCC2)cc1)c1nc2ccc(Br)cc2s1
18. COc1cccc(C(=O)Nc2cccc(NC(=O)c3cccs3)c2)c1
Compound,13,14,15,16,17,18
TRHR enhancer,2,0,-2,6,3,1
D1 PAM,8,0,1,-4,-17,-4
D2 PAM,7,-17,-1,1,-13,-5
TRHR ag,7.5,0.7,-0.1,-0.8,3.3,0.0
D2 antagonist,-2,5,1,11,1,-12
D2 ag,6.6,1.0,1.4,0.5,-0.4,-0.6
D1 antagonist,9,-5,6,18,-13,4
RXFP1 antagonist,?,-10,6,-12,-5,0
D1 ag,16,0,1,5,6,1

19. CC(C)(C)c1ccc(OCc2ccc(C(=O)Nc3cccnc3)o2)cc1
20. CC(=O)Nc1ccc(S(=O)(=O)N2CCC3(CC2)OCCO3)cc1
21. CCCN(CCC)C(=O)c1cc([N+](=O)[O-])cc2c1-c1ccc([N+](=O)[O-])cc1C2=C(C#N)C#N
22. COc1ncnc2c1oc1nc(CC(C)C)c3c(c12)CC(C)(C)OC3
23. Cc1cccc(C)c1NC(=O)c1ccc2c(c1)N(Cc1cccc(Cl)c1)C(=O)c1ccccc1S2=O (stereo not drawn)
24. CCOC(=O)c1cc(NC(=O)c2ccc(F)cc2)c(=O)n2c1oc1ccccc12
Compound,19,20,21,22,23,24
TRHR enhancer,38*,1,1,-4,33*,-7
D1 PAM,-2,-8,-3,-4,-5,-3
D2 PAM,1,3,-1,8,-2,2
TRHR ag,-0.6,1.8,-0.4,0.4,-1.7,1.4
D2 antagonist,11,15,-3,10,/,/
D2 ag,0.2,0.2,-1.5,-1.2,-1.0,0.5
D1 antagonist,-4,6,6,16,6,1
RXFP1 antagonist,-64*,-4,3,-11,/,/
D1 ag,-1,2,2,1,14,1

25. CCCC(=O)Nc1nn(C)c2nc3cc(C)ccc3cc12
26. COc1ccc(CS(=O)(=O)CC(C)(O)c2ccc(Cl)cc2)cc1 (stereo not drawn)
27. COc1ccc(C)cc1NC(=O)CN1CCN(S(=O)(=O)c2ccc(Cl)cc2)CC1
28. N#C/C(=C\c1ccc(Cl)s1)C(=O)N1CCN(c2ccccc2)CC1
29. CCCCN1CC(c2nc3ccccc3n2CCCCOc2ccccc2C)CC1=O (stereo not drawn)
30. CCc1ccc(OCC(O)CNC(C)(C)C)cc1 (stereo not drawn)
Compound,25,26,27,28,29,30
TRHR enhancer,-8,0,0,4,8,-5
D1 PAM,1,-5,-3,-1,0,5
D2 PAM,-2,-8,-3,16,1,-22
TRHR ag,-0.3,0.0,-0.3,0.5,0.4,0.3
D2 antagonist,-1,13,-5,3,/,1
D2 ag,0.3,0.0,-0.4,0.6,0.9,0.2
D1 antagonist,0,-14,5,19,0,-5
RXFP1 antagonist,/,1,-6,-13,/,4
D1 ag,0,1,1,1,2,3

31. Cc1cc(C(=O)NNC2CC(=O)N(c3ccc4ccccc4c3)C2=O)c(C)o1 (stereo not drawn)
32. Cc1cc(C)c(S(=O)(=O)Nc2ccc3oc4c(c3c2)C(=O)CC(C)(C)C4)cc1C
33. CCCC1(C(=O)OC)NC(c2cccc(F)c2)C2C(=O)N(CC)C(=O)C21 (stereo not drawn)
34. CCOC(=O)N1CCN(C(=O)COc2ccc(S(=O)(=O)NC3CCCCC3)cc2C)CC1
35. CCOc1ccc(/C=N/Nc2cc(N3CCOCC3)nc(C)n2)c(O)c1
36. Cc1cccc(C)c1NC(=O)Cn1nc(-c2ccccc2)nc1-c1ccccc1
Compound,31,32,33,34,35,36
TRHR enhancer,-2,-1,4,2,-3,-1
D1 PAM,-3,0,-2,3,-2,6
D2 PAM,6,-27,-8,21,-1,-3
TRHR ag,-0.5,0.7,0.7,-0.7,0.0,0.8
D2 antagonist,-14,/,31*,-22,-5,-9
D2 ag,-0.3,-0.9,1.1,1.8,0.3,0.2
D1 antagonist,-5,14,-20,6,0,-16
RXFP1 antagonist,-5,-7,-2,-2,-1,1
D1 ag,1,4,2,-2,3,6

37. CCOC(=O)N1CCC(NC(=O)C2CCC(CNS(=O)(=O)c3ccc(OC)cc3)CC2)CC1 (stereo not drawn)
38. N#CCn1c(CCl)nc2ccccc2c1=O
39. CCOc1ccccc1N1CCN(C(=O)c2c(CC)noc2C)CC1
40. Cc1c(C(=O)N(C)c2cccc(C(F)(F)F)c2)sc2nc3n(c(=O)c12)CCCCC3
41. O=C(NC(NC(=S)Nc1ccccc1C(=O)O)C(Cl)(Cl)Cl)c1cccc([N+](=O)[O-])c1 (stereo not drawn)
42. Cc1ccc(CNC(=O)CCNS(=O)(=O)c2ccc3c(c2)CCCC(=O)N3)cc1
Compound,37,38,39,40,41,42
TRHR enhancer,2,-4,9,10,-4,3
D1 PAM,-2,0,-4,1,-6,5
D2 PAM,14,4,2,-1,-4,-7
TRHR ag,0.6,1.6,0.5,6.2,1.5,1.4
D2 antagonist,2,-1,-8,/,0,/
D2 ag,1.2,0.3,0.2,0.5,-0.9,-0.4
D1 antagonist,-11,11,1,4,-16,-3
RXFP1 antagonist,5,-1,-9,-22,9,/
D1 ag,4,-2,1,9,7,1

43. COc1ccc(NC(=O)c2cnc3sc(N4CCOCC4)nn3c2=O)c(OC)c1
44. Cc1ccccc1NC(=O)NCCCN1CCCC1
45. Cc1ccc(C(C)C)c(OCc2nn(CC(=O)c3ccc(OC(F)F)cc3)c3[n+]2CCCCC3)c1
46. CN1CCN(CC#CCC2(O)c3ccccc3-c3ccccc32)CC1
Compound,43,44,45,46
TRHR enhancer,6,14,-6,8
D1 PAM,0,2,-6,-1
D2 PAM,-15,11,-2,3
TRHR ag,0.0,0.9,-1.4,2.8
D2 antagonist,/,7,2,6
D2 ag,-0.2,0.6,-2.1,4.1
D1 antagonist,-3,13,-12,4
RXFP1 antagonist,5,12,-1,3
D1 ag,3,3,91*,4

# Three compounds out of the list, arranged by number of heavy atoms, high to low.
45. Cc1ccc(C(C)C)c(OCc2nn(CC(=O)c3ccc(OC(F)F)cc3)c3[n+]2CCCCC3)c1
43. COc1ccc(NC(=O)c2cnc3sc(N4CCOCC4)nn3c2=O)c(OC)c1
44. Cc1ccccc1NC(=O)NCCCN1CCCC1
Compound,45,43,44
TRHR enhancer,-6,6,14
D1 PAM,-6,0,2
D2 PAM,-2,-15,11
TRHR ag,-1.4,0.0,0.9
D2 antagonist,2,/,7
D2 ag,-2.1,-0.2,0.6
D1 antagonist,-12,-3,13
RXFP1 antagonist,-1,5,12
D1 ag,91*,3,3

# Whole records as entered above. Values in the order: TRHR enhancer, D1 PAM, D2 PAM, TRHR ag, D2 antagonist, D2 ag, D1 antagonist, RXFP1 antagonist, D1 ag
# Record of `COc1ccc(N2C(=O)[C@@H]3[C@H](C2=O)[C@H]2c4ccccc4C=CN2[C@@H]3C(=O)Nc2ccccc2)cc1` : 7, -2, -8, 1.3, 11, 1.3, 4, 10, 2
# Record of `Cc1cccc(C)c1NC(=O)c1ccc2c(c1)N(Cc1cccc(Cl)c1)C(=O)c1ccccc1S2=O` (stereo not drawn) : 33*, -5, -2, -1.7, /, -1.0, 6, /, 14
# Record of `CC(=O)Nc1ccc(S(=O)(=O)N2CCC3(CC2)OCCO3)cc1` : 1, -8, 3, 1.8, 15, 0.2, 6, -4, 2
# Record of `Cc1cc(C(=O)NNC2CC(=O)N(c3ccc4ccccc4c3)C2=O)c(C)o1` (stereo not drawn) : -2, -3, 6, -0.5, -14, -0.3, -5, -5, 1

# Source: PubChem BioAssay (National Center for Advancing Translational Sciences (NCATS))
